TDP43 rescue – rescues yeast growth from TDP-43 toxicity; TDP-43 expressing yeast growth rescue, BacTiter-Glo, 24 h; Potency, µM (highest dose often 46.1 µM), without a hit: at the highest dose growth rescue (activation), usual class: activators; actives 1.8% (n = 410,000); AID 652104; also: potency is read from the fitted curve at half-maximal effect; % of control where 0% means no effect; nearly all actives have a fitted effect of over 50% in size
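Readout is BacTiter-Glo luminescence of cell growth, so inhibitors register as activators. TDP-43-expressing yeast at OD600=0.02 in galactose medium, after raffinose pregrowth to mid-log, were incubated with compound for 24 hr at 30 deg C.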
FUS yeast rescue – FUS proteinopathy suppression in yeast | actives 0.24% (n = 390,000) | S. cerevisiae FUS-expressing, growth rescue, OD600, 24 h | Potency, µM (highest dose often 76.6 µM), for inactives: at the top dose growth rescue (activation), usual class: activators;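 also: potency is read from the fitted curve at half-maximal effect; plate controls were DMSO vehicle for no effect and reference control for full effect; nearly all actives have a fitted effect of over 55% in size; some results filed as inactive show a strong effect at the top dose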
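Cultures pregrown in 2.5% raffinose medium are shifted to minimal medium containing 2% galactose to express toxic FUS. Compounds are tested at several concentrations. After 24hr at 30C, growth is quantified at 600 nm absorbance.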
Abeta yeast res – restores growth of yeast expressing A-beta42 peptide; yeast expressing A-beta42, growth rescue, OD600, 48 h; response scale: 0% DMSO, 100% iron-clioquinol control; Potency, µM (series often up to 46.1 µM), for the others: top-dose growth rescue, hits mostly activators; actives 0.063% (n = 410,000); also: potency is read from the fitted curve at half-maximal effect; nearly all actives have a fitted effect of over 55% in size
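Growth rescue measured by 600 nm absorbance after 48 h yeast culture at 30 C with compound. Values normalized between DMSO and an equimolar ferric chloride plus clioquinol control.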
GLP1R inv ag – acts as inverse agonist at human GLP-1 receptor; P43220; HEK293 GLP-1R CRE-luciferase, luminescence, 24 h; GLP-1R form is constitutively active; Potency, µM (top dose mostly 38.3 µM), for the others: at the top dose activity change, negative = inhibition, most hits filed as inhibitors; actives 1.6% (n = 410,000); also: potency is read from the fitted curve at half-maximal effect; % is scaled to controls: 0 for no effect and ±100 for the full control effect; nearly all actives have a fitted effect of over 55% in size
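GLP-1R inverse agonism mode: basal reporter luminescence in engineered HEK293 cells measured after one day of compound exposure at 37 deg C, with a 12 min room-temperature detection step.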
DRD3 antagonist – blocks the human D3 dopamine receptor. max response, negative = inhibition, %. P35462. D3R cells, DiscoveRx beta-arrestin luminescence, antagonist mode; stronger effect = lower value. actives 2.5% (n = 360,000). AID 652054; in the data active = max response below about -50%; inconclusive = no clear call, values can overlap the other calls; also: % is scaled to controls: 0 for no effect and ±100 for the full control effect; mostly tested at two doses, the higher about 12 µM
Target sequence (P35462 whole entry, looked up): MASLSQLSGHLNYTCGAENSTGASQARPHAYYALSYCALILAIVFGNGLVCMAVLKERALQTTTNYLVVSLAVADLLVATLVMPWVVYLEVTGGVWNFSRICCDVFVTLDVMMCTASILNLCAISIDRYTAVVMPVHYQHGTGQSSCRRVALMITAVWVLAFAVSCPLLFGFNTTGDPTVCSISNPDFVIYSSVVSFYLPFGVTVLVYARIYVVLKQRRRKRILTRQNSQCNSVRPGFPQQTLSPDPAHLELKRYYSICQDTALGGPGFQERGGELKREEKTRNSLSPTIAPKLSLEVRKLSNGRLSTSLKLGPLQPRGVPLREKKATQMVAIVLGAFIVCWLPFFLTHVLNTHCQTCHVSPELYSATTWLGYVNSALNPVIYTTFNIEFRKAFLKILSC
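Cells expressing the human receptor were seeded at 1500 cells/well, incubated overnight at 37 degrees C in 5% CO2, then exposed to library compounds with dopamine controls for 90 minutes at 37 degrees C before luminescent detection.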
pAkt inh – Akt phosphorylation inhibition; activity change, % for hits at 50 µM; Neuro2A IGF-stimulated pAkt S473 HTRF, 20 min; stronger effect = lower value; AID 651550; actives 0.32% (n = 360,000); in the data active = activity change below about -80%; inconclusive = mostly about -51% to -80%; also: % is scaled to controls: 0 for no effect and ±100 for the full control effect
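Single-point screen (50 µM final compound) in Neuro2A cells stimulated 20 min with 6 nM IGF at 37 deg C. After lysis, Ser473-phosphorylated Akt read by HTRF (ex 330 nm, em 615/665 nm) as the 665/615 ratio.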
GLP-1R agonist – GLP-1 receptor (human) agonism | P43220 | HEK293 GLP-1R CRE-luciferase, luminescence, 4-6 h; cells express a hypersensitive GLP-1R form | Potency, µM (titrated, usually from 45.6 µM), without a hit: top-dose activation, usual class: activators | actives 0.007% (n = 380,000) | AID 624172; also: potency is read from the fitted curve at half-maximal effect; % of control where 0% means no effect
PTHR1 ag – activates the human parathyroid hormone receptor PTHR1; HEK293 GP2 PTHR1 cells, GloSensor cAMP luminescence, 1 h; Potency, µM (top dose mostly 115 µM), for inactives: at the top dose activation, most hits filed as activators; actives 0.075% (n = 410,000); AID 743266; also: potency is read from the fitted curve at half-maximal effect; nearly all actives have a fitted effect of over 55% in size; some results filed as inactive show a strong effect at the top dose; inactives centre near -15; many of its hits are not listed in these tables
Target sequence (Q03431 whole entry, looked up): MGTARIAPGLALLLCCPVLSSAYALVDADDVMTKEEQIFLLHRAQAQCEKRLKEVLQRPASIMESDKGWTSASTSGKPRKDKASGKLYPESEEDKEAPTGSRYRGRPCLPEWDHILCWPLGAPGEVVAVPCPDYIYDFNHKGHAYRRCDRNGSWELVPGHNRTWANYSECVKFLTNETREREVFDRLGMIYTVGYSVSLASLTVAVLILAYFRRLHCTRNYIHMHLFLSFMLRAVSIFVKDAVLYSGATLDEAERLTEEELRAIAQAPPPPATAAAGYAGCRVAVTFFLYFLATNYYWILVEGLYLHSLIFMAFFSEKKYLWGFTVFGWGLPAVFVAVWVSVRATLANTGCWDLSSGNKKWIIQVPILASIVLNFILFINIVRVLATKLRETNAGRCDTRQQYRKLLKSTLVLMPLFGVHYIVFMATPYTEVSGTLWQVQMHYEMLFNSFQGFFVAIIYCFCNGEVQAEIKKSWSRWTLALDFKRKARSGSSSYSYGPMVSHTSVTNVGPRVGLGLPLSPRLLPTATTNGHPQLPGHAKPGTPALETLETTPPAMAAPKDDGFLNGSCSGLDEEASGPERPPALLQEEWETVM
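HEK-293-derived GP2 cells expressing PTHR1 and a GloSensor cAMP reporter, 3,000/well, plated overnight, given luciferin plus IBMX (each 0.5 mM as added) for 1 h at 37 °C, then compound for 1 h at 37 °C. Luminescence was read after 15 min at room temperature.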
aSyn yeast inh – inhibitors of alpha-synuclein toxicity in yeast | Yeast expressing alpha-synuclein, growth rescue, BacTiter-Glo, 24 h | actives 0.14% (n = 370,000) | Potency, µM (titrated, usually from 46.1 µM), for the others: at the highest dose growth rescue (activation), most hits filed as activators | AID 652106; also: potency is read from the fitted curve at half-maximal effect; % of control where 0% means no effect; nearly all actives have a fitted effect of over 65% in size
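Galactose-induced alpha-syn yeast (OD600=0.02, raffinose-pregrown) + pinned cpd, 24 hr, 30 deg C; growth by BacTiter-Glo luminescence. Growth restoration scores as activation.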
* hit, by the source's call; i = inactive; ? = inconclusive; / = not tested or not shown; [ ] = another dose, or the depositor's remark. Unless noted, calls follow the shape of the dose curve; as a rule, active = well fitted curve in the direction sought with a large enough effect; inconclusive = small, poorly fitted or top-dose-only effect, or another doubt; inactive = no such curve, though single readings can be large; an effect the other way counts as inactive or inconclusive. This is a subset, so the mix of outcomes need not match the whole.

SMILES	TDP43 rescue	FUS yeast rescue	Abeta yeast res	GLP1R inv ag	DRD3 antagonist	pAkt inh	GLP-1R agonist	PTHR1 ag	aSyn yeast inh
CC(C)C1N(C(=O)CN2CCCCC2)CCN1S(=O)(=O)c1ccccc1 (stereo not given)	-7%	0%	-3%	4%	27	i	5%	i	1%
Cc1cc(Br)ccc1SCC(=O)OCC(=O)Nc1ccccc1C#N	5%	/	15%	10%	-4	i	-2%	i	13%
C[C@H]1CCC[C@@]2(O[C@H](CCO)C[C@@H](O)[C@@H]2O)O1	?	-23%	-3%	16%	-7	i	1%	i	3%
CCOC(=O)c1cc(-c2cccs2)nc2c1c(C)nn2-c1ccccn1	14%	35%	5%	?	4	i	16%	-5%	2%
O=C1CN(C(=O)COC(=O)Cc2ccccc2F)c2ccccc2N1	13%	3%	0%	13%	0	i	-3%	-24%	-16%
O=C(COC(=O)Cc1c(Cl)cccc1Cl)NC1CCCC1	20µM*	-5%	21%	?	5	i	4%	-52%[inhibitor]	12%
COc1ccc2oc(C(=O)Nc3nccs3)c(C)c2c1	0%	-12%	-3%	58%[activator]	5	i	6%	-19%	-3%
Cc1ccc(-n2nc3c(c2NC(=O)c2cccs2)CS(=O)(=O)C3)c(C)c1	8%	-11%	-11%	-22%	-4	/	-3%	i	1%
OCC1(Cc2cccc(Cl)c2)CCCN(Cc2ccc3cc(F)ccc3n2)C1 (stereo not given)	-12%	15%	-9%	13µM*	-13	i	19%	-13%	15%
CCN(CC)CCCNC(=S)N(Cc1cccnc1)Cc1cc2cc(C)ccc2[nH]c1=O	-6%	-20%	-11%	2%	-14	i	4%	i	0%
Cc1ccc(Cl)cc1C1=CC(=O)C[C@H](c2ccc(F)cc2)C1	?	4%	4%	?	-4	i	6%	-13%	3%
O=C1c2ccc([N+](=O)[O-])cc2C(=O)N1c1ccc(Cl)cn1	11%	-35%	-12%	20%	0	i	-2%	?	-10%
COc1ccccc1NC(=O)COC(=O)Cc1cccs1	22%[9.22 µM]	3%	3%	4%[7.66 µM]	0	i	3%	i	1%
Cc1ccc(CNC(=O)C(=O)NCC2CCCN2S(=O)(=O)c2cc(C)ccc2C)cc1 (stereo not given)	9%	28%	23%	?	1	i	15%	-21%	-12%
Cc1cc(C(=O)N2CCCC2(C)C(=O)O)c(C)o1 (stereo not given)	2%	4%	-11%	26%	17	/	-5%	-16%	11%
O=C(O)CCC(=O)N1CCc2cc(S(=O)(=O)NC3CCCc4ccccc43)ccc21 (stereo not given)	-10%	22%	-5%	51%[activator]	16	i	0%	-5%[57.5 µM]	11%
C[C@H](CO)N1C[C@H](C)[C@@H](CN(C)Cc2ccc(-c3ccccc3)cc2)Oc2c(NC(=O)Nc3ccc4c(c3)OCO4)cccc2C1=O	1%	30%	-5%	-19%	3	i	6%	-30%[inhibitor]	6%
COc1ccc(NC(=O)N2CCCCC2c2cccnc2)cc1 (stereo not given)	3%	/	2%	17%	2	i	-14%	i	2%
COc1ccc(CNC(=O)Cn2ncn3nc(-c4cccs4)cc3c2=O)cc1	0%	-22%	-4%	2%	/	/	/	i	/
O=C(NC(Cc1ccccc1)C(=O)O)OCc1ccccc1 (stereo not given)	-14%	29%	-3%	2%	-17	i	-3%	i	2%
CCCC(=O)N1CCC(O)(c2cccc(F)c2)CC1	0%	2%	0%	16%	13	i	8%	i	1%
Cc1cccc(NC(=O)N2CC(=O)Nc3sc4c(c3C2c2ccccc2)CCCC4)c1C (stereo not given)	19%	-15%	0%	?	/	/	/	-3%	/
COc1ccc(CC(=O)NNC(=O)c2ccco2)cc1	2%	-5%	-4%	29%	15	i	6%	-3%	6%
O=C(COC(=O)CCNS(=O)(=O)c1ccc(Cl)cc1)Nc1ccccc1OC(F)F	-3%	14%	10%	-13%	-22	i	9%	i	6%
CC(C)c1ccc(CC(=O)N2CCC2(C)C(=O)NCC(C)(C)C)cc1 (stereo not given)	0%	24%	14%	-26%	22	i	-5%	-23%	5%

Reprinted at random: 7 entries already listed, in no set order.
SMILES	TDP43 rescue	FUS yeast rescue	Abeta yeast res	GLP1R inv ag	DRD3 antagonist	pAkt inh	GLP-1R agonist	PTHR1 ag	aSyn yeast inh
O=C1CN(C(=O)COC(=O)Cc2ccccc2F)c2ccccc2N1	13%	3%	0%	13%	0	i	-3%	-24%	-16%
O=C(COC(=O)CCNS(=O)(=O)c1ccc(Cl)cc1)Nc1ccccc1OC(F)F	-3%	14%	10%	-13%	-22	i	9%	i	6%
O=C(COC(=O)Cc1c(Cl)cccc1Cl)NC1CCCC1	20µM*	-5%	21%	?	5	i	4%	-52%[inhibitor]	12%
CC(C)C1N(C(=O)CN2CCCCC2)CCN1S(=O)(=O)c1ccccc1 (stereo not given)	-7%	0%	-3%	4%	27	i	5%	i	1%
OCC1(Cc2cccc(Cl)c2)CCCN(Cc2ccc3cc(F)ccc3n2)C1 (stereo not given)	-12%	15%	-9%	13µM*	-13	i	19%	-13%	15%
Cc1ccc(CNC(=O)C(=O)NCC2CCCN2S(=O)(=O)c2cc(C)ccc2C)cc1 (stereo not given)	9%	28%	23%	?	1	i	15%	-21%	-12%
Cc1ccc(-n2nc3c(c2NC(=O)c2cccs2)CS(=O)(=O)C3)c(C)c1	8%	-11%	-11%	-22%	-4	/	-3%	i	1%

(listing goes on)
SMILES	TDP43 rescue	FUS yeast rescue	Abeta yeast res	GLP1R inv ag	DRD3 antagonist	pAkt inh	GLP-1R agonist	PTHR1 ag	aSyn yeast inh
O=C(CN1C(=O)c2ccccc2S1(=O)=O)Nc1cccc(S(=O)(=O)N2CCOCC2)c1	16%	11%	-1%	7%	19	i	-6%	i	10%
CN1CCN(c2ccc(S(=O)(=O)N3CCCCC3)cc2NC(=O)CCc2ccccc2)CC1	14%	-9%	6%	?	1	i	13%	?	4%
CC(C)n1c(=O)c2oc3ccccc3c2n(CC(=O)Nc2ccccc2Cl)c1=O	1%	-7%	-19%	2%	/	/	/	-1%	/
CC(C)CCN1CCN=C1Nc1ccccc1	6%	-11%	8%	29%	-18	i	-3%	-17%	1%
COC1OC(c2ccccc2)=C(c2cnc(N)nc2)c2ccc(F)cc21 (stereo not given)	14%	-7%	-10%	10%	38	i	5%	i	1%
COc1ccc(CNC(=O)c2ccc3nc(C(C)C)oc3c2)cc1OC	17%	?	-1%	-24%	/	/	/	-93%[inhibitor]	/
Cc1ccc(C(=O)Nc2cccc3cccnc23)cc1Br	?	-13%	5%	12%	-9	i	-1%	i	0%
COc1cc(/C=C(\C#N)C(=O)NCC2CCCO2)ccc1OCC(N)=O (stereo not given)	-9%[9.22 µM]	16%	-10%	34%[activator]	?	i	3%	-22%	-2%
CCCCCCCNC(=O)C1(CC2CC(c3ccc(Cl)cc3)=NO2)CCN(C(=O)C2(C)CC2)CC1 (stereo not given)	?	?	2%	?	3	i	-5%	i	5%
CCOc1cccc(OCCOCCN2CCCC2)c1	-14%	5%	-20%	-9%	?	i	3%	i	-9%
O=C(N/N=C/c1oc(O)c2ccccc12)c1ccccc1O	7%	29%	-21%	-26%	14	i	-2%	i	1%
COc1ccc(NC(=O)CSc2nnc3ccc(-c4cccnc4)nn23)cc1	-20%	-3%	13%	44%[activator]	27	i	1%	-21%	-4%
CCN(CC(=O)Nc1ccc(OC)cc1)C(=O)c1cccc(S(=O)(=O)N2CCN(c3ccccc3)CC2)c1	14%	?	0%	?	0	i	7%	-32%[inhibitor]	1%
C=CCn1c(CNC(=O)c2cccs2)nnc1SCc1ccc(Cl)cc1Cl	25%	25%	3%	?	3	i	12%	-18%	13%
COc1c(N2CCN(C(=S)Nc3ccc(F)cc3)C(C)C2)c(F)cc2c(=O)c(C(=O)O)cn(C3CC3)c12 (stereo not given)	-2%	12%	-3%	-22%	-4	i	-13%	-17%[57.5 µM]	6%
O=C(c1cc(-c2ccccc2Cl)on1)N1CCCC1	6%	-4%	1%	?	-5	i	0%	-32%	-2%
CCOc1ccc(C(=O)N/N=C(\c2ccccc2)c2ccccn2)cc1	-16%	16%	-70%[inhibitor]	?	-9	i	2%	i	?
O=C(CN1CCN(S(=O)(=O)N2CCOCC2)CC1)Nc1cc(Cl)cc(Cl)c1	-6%	16%	-13%	-34%	-22	i	15%	-6%	-1%
Cc1ccccc1-n1c(SCc2ccc(Cl)cc2)nc2[nH]ncc2c1=O	17%	?	13%	-3%	/	/	/	i	/
COc1ccc(CCNC(=O)CN(C2CCCCC2)S(C)(=O)=O)cc1	26%	-27%	25%[9.22 µM]	-1%	-15	i	8%	-4%	1%
Cc1cccc(-c2ccc3ncnc(NCc4cccnc4)c3c2)c1	/	-9%	-11%	/	/	/	0%	-11%	/
O=C(Nc1ccccn1)C1CCN(C(=O)c2ccc(F)cc2)CC1	-5%	11%	5%	-14%	7	i	-21%	-7%	0%
O=[N+]([O-])C1=CC=C2C(=NC3(CCCCC3)N2O)C1=NCCc1ccccc1	8%	-5%	-11%	3%	-5	i	5%	i	0%

Source: PubChem BioAssay
